Source: PubChem
14-3-3 PPI = modulators of human 14-3-3 gamma - Raf peptide interaction. P61981. FP, 14-3-3gamma / TMR-pS259-Raf peptide binding. inhibition, % at 40 µM. hit rate 0.19% among 160,000; in the data active = inhibition above about 30%;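 note: 0% = protein plus tracer without compound and 100% = blank with tracer alone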
Target sequence (P61981 whole entry, looked up): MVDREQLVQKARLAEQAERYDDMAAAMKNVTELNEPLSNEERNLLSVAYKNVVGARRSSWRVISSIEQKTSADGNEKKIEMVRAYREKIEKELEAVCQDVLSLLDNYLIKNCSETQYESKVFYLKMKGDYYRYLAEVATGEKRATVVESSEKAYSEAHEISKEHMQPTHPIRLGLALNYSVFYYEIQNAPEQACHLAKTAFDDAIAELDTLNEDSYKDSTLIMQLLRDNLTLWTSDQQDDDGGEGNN
* marks the source's active call; other numbers are inactive results; & = joins results of further samples.

SMILES	14-3-3 PPI
COC(=O)C1=C(C)NC2=C(C(=O)CCC2)C1c1ccc(OC(C)=O)c(OC)c1 (stereo unspecified)	1
COC(=O)c1c(NC(=O)CCCOc2cccc(C)c2)sc2c1CCC2	-34
CCSc1nc2c(c(=O)[nH]1)C(c1ccc(OCc3ccccc3)cc1)C1=C(CCCC1=O)N2 (stereo unspecified)	-4
CCCSc1nc2sc3c(c2c(=O)n1-c1ccc(C)cc1)CC(C)(C)OC3	-9
Cc1cccc(-n2c(C)cc(C(=S)N3CCOCC3)c2C)c1C	-23
COC(=O)C1=C(C)NC2=C(C(=O)CC(C)(C)C2)C1c1ccc(OCc2cccc(C(F)(F)F)c2)c(OC)c1 (stereo unspecified)	23
Cn1c(=NC(=O)c2ccc(F)cc2)sc2ccccc21	-13
COc1ccc(C2C3=C(CCCC3=O)NC3=C2C(=O)CCC3)cc1Cl	2
CCOC(=O)c1sc(C)c2c(=O)n(CC)nnc12	-6
O=C1Nc2cc(Cl)ccc2OC1(Cl)C(F)(F)F (stereo unspecified)	0
CCCOc1ccc(N2C(=O)CC(N3CCC(C)CC3)C2=O)cc1 (stereo unspecified)	-2
O=C(O)c1cc(-c2ccccc2)n(-c2ccccc2Cl)n1	2
O=c1c2ccccc2n(Cc2cc(=O)n3ccccc3n2)c(=O)n1CCc1ccc(Cl)cc1	-11
COCc1nnc(NC(=O)CSc2ccc(C)cc2)s1	1
Cn1c(CNC(=O)c2ccc(F)cc2)nc2ccccc21	2
Cc1ccc(NC(=O)c2c([N+](=O)[O-])cnn2C)cc1C	-6
CCCCN(CCCC)S(=O)(=O)c1ccc2c(c1)c(=O)n(C)c(=O)n2C	-3
CCOc1ccc(C(=O)Nc2c3c(nn2-c2ccc(C)cc2C)CS(=O)(=O)C3)cc1OCC	-2
CCC(Sc1ncccc1C(=O)O)C(=O)NCc1ccco1 (stereo unspecified)	-3
CC1(C)CC(OC(=O)CCC(=O)OC2CC(C)(C)NC(C)(C)C2)CC(C)(C)N1	-10
CCOc1ccc(C(=O)N2CCN(c3cccc(C)c3C)CC2)cc1	3
Cc1nc2nc(SCC(=O)NC3CCCC(C)C3C)nn2c(C)c1Cc1ccccc1 (stereo unspecified)	-4
CC1CCN(c2ccc(C(=O)NCCc3ccccc3)cn2)CC1	-5
O=C1c2oc3ccccc3c(=O)c2C(c2ccc(F)cc2)N1c1nccs1 (stereo unspecified)	-3
COc1ccc(CNC(=O)c2cc(Nc3cc(C)cc(C)c3)nc3ccccc23)cc1	-3

Part of the list above, set out differently:
| 14-3-3 PPI | canonical_smiles |
| --- | --- |
| 1 | COC(=O)C1=C(C)NC2=C(C(=O)CCC2)C1c1ccc(OC(C)=O)c(OC)c1 (stereo unspecified) |
| -34 | COC(=O)c1c(NC(=O)CCCOc2cccc(C)c2)sc2c1CCC2 |
| -4 | CCSc1nc2c(c(=O)[nH]1)C(c1ccc(OCc3ccccc3)cc1)C1=C(CCCC1=O)N2 (stereo unspecified) |
| -9 | CCCSc1nc2sc3c(c2c(=O)n1-c1ccc(C)cc1)CC(C)(C)OC3 |

New compounds follow:
SMILES	14-3-3 PPI
O=C1CC(c2ccccc2)NC(=O)N1 (stereo unspecified)	-1
COC(=O)c1c(NC(=O)CSc2nnc3sc4ccccc4n23)sc2c1CCCCC2	6
CCOC(=O)c1ccc(N2C(=O)C3CCCCC3C2=O)cc1 (stereo unspecified)	-4
CCOc1ccccc1Nc1cc(C)nc2nc(C)nn12	0
Cc1c(C(=O)N2CCOCC2)oc2c1C(=O)CC(C)(C)C2	10
O=C(NC1CCCCC1)c1ccc2c(=O)n(CC3CCCO3)c(=O)[nH]c2c1 (stereo unspecified)	11&-7
COCCOC(=O)C1=C(C)NC2=C(C(=O)CC(c3ccc(Cl)cc3)C2)C1c1ccc(OC(C)=O)cc1 (stereo unspecified)	-34
Nc1nc(NCc2ccccc2)nc(-c2ccccc2)n1	-12
COc1ccc(CN2CCN(c3ccccn3)CC2)c(OC)c1	1
O=C(Nc1ccc(Br)cc1C(=O)O)c1cc([N+](=O)[O-])ccc1Cl	-6
Cc1ccc(-c2nnc3ccc(SCC(=O)NCc4ccco4)nn23)cc1	-8
O=c1c2c3c(sc2nc2ccc(N4CCCCC4)nn12)CCCC3	-7
Cc1nc2nc(-c3cccnc3)[nH]n2c(=O)c1Cc1ccccc1	-13
C=CCSc1nnc(Cn2c(=O)sc3ccccc32)n1C	-7
Cc1cccc(NC(=O)C2(c3ccccc3)CCOCC2)c1	4
COc1ccc2c(c1OC)C(=O)OC2Nc1ccccc1S(=O)(=O)C(F)F (stereo unspecified)	-3
COc1ccc(C)cc1NC(=O)CNS(=O)(=O)c1ccc(Br)s1	-45
CN(C)C(CNC(=O)NC1CCCCC1)c1cccnc1 (stereo unspecified)	-1
COc1ccccc1CNC(=O)c1ccc2c(c1)N(Cc1ccc(C)cc1)C(=O)CS2	-10
Cc1ccc(-c2nc3c(C)cccn3c2Nc2ccccc2C)s1	-48
Cc1ccc(-c2c3c(=O)n(C)c(=O)n(C)c3cn2-c2cccc(C(F)(F)F)c2)cc1	4
CCOc1cc(C2C(C(=O)OC)=C(C)NC3=C2C(=O)CC(c2ccc(OC)cc2)C3)cc(Cl)c1O (stereo unspecified)	2
CCC1Sc2ccccc2N(CC(=O)NC2CCCCC2C)C1=O (stereo unspecified)	3
CCOC(=O)N1CCC(Nc2c(NCCCN(CC)c3cccc(C)c3)c(=O)c2=O)CC1	-9
CCc1nc(-c2ccc(-c3ccc(OC)cc3)nc2OC)no1	-10
(further entries)
SMILES	14-3-3 PPI
COc1ccc(C(=O)Nc2ccc3nn(-c4ccc(F)cc4)nc3c2)cc1OC	-31
COc1ccc(Cn2c(=O)[nH]c3cc(C(=O)N4CCN(c5ccc(C(C)=O)cc5)CC4)ccc3c2=O)cc1	-2
CCCOc1ccccc1NC(=O)c1ccc(N)cc1	-4&-3
CC(=O)c1c(C)oc2ccc(N(C(=O)c3ccccc3)S(=O)(=O)c3ccc(C)c([N+](=O)[O-])c3)cc12	-18
O=C(O)CNC(=O)C(CS)Cc1ccccc1 (stereo unspecified)	-7
COC(=O)CSc1nc(-c2ccccc2)cc(-c2ccco2)c1C#N	-23
CC1=C(C(=O)Nc2cccc(C)n2)C(c2ccc(Cl)cc2)C2=C(CCCC2=O)N1 (stereo unspecified)	-5
O=C(c1cccn2c(=O)c3ccccc3nc12)N1CCN(c2cccc(C(F)(F)F)c2)CC1	-6
CCOC(=O)c1cc2c(=O)n(C)c3ccccc3c2s1	-9&-12
CCCCOC(=O)C1=C(C)NC2=C(C(=O)CC(C)(C)C2)C1c1ccc(OCCC)cc1 (stereo unspecified)	-2
Cc1ccc(NC(=O)Cn2c(C(F)(F)F)nc3ccccc32)cc1C	-4
CN1C(=O)N(c2cccc3ccccc23)C(C)(O)CC1(C)C (stereo unspecified)	4
CC(C)OC(=O)c1c(NC(=O)c2nc3ncccn3n2)sc2c1CCCC2	0
COc1ccc(-c2nnc3ccc(SCC(=O)N4CCCC4)nn23)cc1	3
O=C1C2CC=CCC2C(=O)N1Cc1ccccc1 (stereo unspecified)	-12
CCc1nc2ccc(C(=O)NCc3ccco3)cc2nc1CC	-7
CCOC(=O)c1sc(-c2ccc(C)cc2)c(C#N)c1C	3
O=C(O)C1C2C=CC(O2)C1C(=O)NCc1ccc(Cl)cc1 (stereo unspecified)	9
CC(=O)NC(=O)c1cc2cc(Br)ccc2oc1=Nc1cccc(F)c1	-4
Cc1ccc(SCc2cc(=O)[nH]c(Nc3nc(C)c4cccc(C)c4n3)n2)cc1	3
Cc1cccc(CS(=O)(=O)Cc2ccc(C(=O)NCc3ccco3)o2)c1	6&0
COc1ccc(/C=N\n2nnc3ccccc32)cc1	0
CC(C)C1NC(=O)N(c2ccc(Br)cc2)OC1=O (stereo unspecified)	-1
Cc1ccc(N2C(=O)C(N3C(=O)c4cccc([N+](=O)[O-])c4C3=O)C2c2ccccc2F)cc1Cl (stereo unspecified)	-3
CC1CCN(c2nc3c(c(=O)n(Cc4ccccc4)c(=O)n3C)n2Cc2ccccc2)CC1	5

Grouped by structure: those above with a nitro group on carbon (4)
SMILES	14-3-3 PPI
Cc1ccc(NC(=O)c2c([N+](=O)[O-])cnn2C)cc1C	-6
O=C(Nc1ccc(Br)cc1C(=O)O)c1cc([N+](=O)[O-])ccc1Cl	-6
CC(=O)c1c(C)oc2ccc(N(C(=O)c3ccccc3)S(=O)(=O)c3ccc(C)c([N+](=O)[O-])c3)cc12	-18
Cc1ccc(N2C(=O)C(N3C(=O)c4cccc([N+](=O)[O-])c4C3=O)C2c2ccccc2F)cc1Cl (stereo unspecified)	-3

Remaining list, next part:
SMILES	14-3-3 PPI
O=C(O)CSc1nnc(-c2ccncc2)n1CCc1ccccc1	1
O=C(CSc1nc2ccccc2c(=O)n1Cc1ccc2c(c1)OCO2)NCc1ccccc1Cl	5
CC1=NC2(CCCCC2)Cc2ccccc21	-26
COc1ccc(Cl)cc1NC(=O)c1cc(S(=O)(=O)N2CC(C)CC(C)C2)ccc1F (stereo unspecified)	-6
Cc1ccc(-c2noc(CCC(=O)N3CCN(c4cccc(C(F)(F)F)c4)CC3)n2)cc1	-6
CCCCN(CC)c1ncnc2c1sc1nc3c(cc12)COC(C)(C)C3	-37
CCOC(=O)C1CCCN(C(=O)CN2N=C(c3ccccc3)CCC2=O)C1 (stereo unspecified)	-3
Cc1cc(C)n(-c2nc3c(c(=O)n(C)c(=O)n3C)n2Cc2cccc(Br)c2)n1	-4
Cc1ccc(Cl)cc1N1CCN(C(=O)C2CCN(c3nnc(-n4cccc4)s3)CC2)CC1	-4
Cc1[nH]c(=O)[nH]c(=O)c1NC(=O)CSc1ncccc1-c1nc2ccccc2[nH]1	0
Cc1ccc(Sc2c(C)nn(C(=O)c3cccnc3)c2C)cc1	-5
CCCCn1c(COc2ccc(C)cc2)nc2ccccc21	-6
CCCCOc1ccc(C2C(=O)N(C3CCCCC3)CC(=O)N2Cc2ccc(Cl)cc2)cc1 (stereo unspecified)	-2
Cc1cc(NC(=O)CC2Sc3ccccc3NC2=O)no1 (stereo unspecified)	3
CCS(=O)(=O)N1CCc2cc(OC)c(OC)cc2C1	5
OCCCn1c(-c2ccccc2)csc1=Nc1cccc(Cl)c1	-13
Cc1ccc(NS(=O)(=O)c2ccc3c(c2)C2C=CCC2C(c2ccc(C(=O)O)cc2)N3)cc1C (stereo unspecified)	-209
O=C(Nc1cccc2c1C(=O)c1ccccc1C2=O)c1ccc(S(=O)(=O)N2CCCCC2)cc1	-81
COc1ccc(-c2cc(C(F)(F)F)n3ncc(C(=O)Nc4sc5c(c4C#N)CCC(C)C5)c3n2)cc1OC (stereo unspecified)	-5
O=C(NC1CCCC1)C(c1cccnc1)N(C(=O)c1csnn1)C1CC1 (stereo unspecified)	14
Cc1nn(-c2ccccn2)c(C)c1Oc1ccccc1O	-3
CCN(CC)c1ccc(NC(=O)CN2C(=O)CSc3ncccc32)c(C)c1	1
c1ccc(CNc2ncnc3ccccc23)cc1	-5
CCCCCCN1C(=O)C(=O)/C(=C(/O)c2ccccc2)C1c1ccc(F)cc1 (stereo unspecified)	-5
CCCNC(=O)c1ccccc1NC(=O)CN(c1ccccc1OCC)S(C)(=O)=O	-4

Another view of two compounds above.
Compound | 14-3-3 PPI
O=C(O)CSc1nnc(-c2ccncc2)n1CCc1ccccc1 | 1
O=C(CSc1nc2ccccc2c(=O)n1Cc1ccc2c(c1)OCO2)NCc1ccccc1Cl | 5

Arranged by SMILES length (descending): part of the list above
SMILES	14-3-3 PPI
CCCCOc1ccc(C2C(=O)N(C3CCCCC3)CC(=O)N2Cc2ccc(Cl)cc2)cc1 (stereo unspecified)	-2
CCCNC(=O)c1ccccc1NC(=O)CN(c1ccccc1OCC)S(C)(=O)=O	-4
CCN(CC)c1ccc(NC(=O)CN2C(=O)CSc3ncccc32)c(C)c1	1
O=C(O)CSc1nnc(-c2ccncc2)n1CCc1ccccc1	1
CCS(=O)(=O)N1CCc2cc(OC)c(OC)cc2C1	5
CCCCn1c(COc2ccc(C)cc2)nc2ccccc21	-6

Carrying on:
SMILES	14-3-3 PPI
O=C(Nc1ccccc1Br)c1cc(S(=O)(=O)NCc2ccccc2Cl)ccc1F	0
CC(=O)c1ccc2c3c(cccc13)C(=O)N(C)C2=O	-9
Cc1ccc(C(=O)N2CCN(S(=O)(=O)c3ccccc3[N+](=O)[O-])C2)cc1	3
COc1cccc(-c2nc(CC(=O)O)cs2)c1OC	-4
CCOc1ccc(-n2cc(C(=O)Nc3ccc(C)cc3Br)c3cc(OC)c(OC)cc3c2=O)cc1	-3
CCOc1ccc(NC(=O)CNC(=O)c2ccc(OC)c(OC)c2)cc1	-5
O=C(Nc1c2c(nn1-c1ccc(F)cc1)CS(=O)(=O)C2)c1ccc([N+](=O)[O-])cc1	-4
Cc1ccc(Cl)cc1NC(=O)c1oc2ccc(S(=O)(=O)N3CCCCCC3)cc2c1C	-4
Cc1cc(OCC(=O)Nc2ncn[nH]2)ccc1Br	0
Nc1cc(=O)nc(SCc2ccccc2)n1Cc1ccco1	-4
Cc1ccc(C(C)C)c(OCC(=O)N2N=C(c3cccc(Br)c3)CC2(O)C(F)(F)F)c1 (stereo unspecified)	-3
COc1cc(C(c2c(C)n(C)n(-c3ccccc3)c2=O)c2c(C)n(C)n(-c3ccccc3)c2=O)cc(Br)c1O	-5
COc1ccc(CCNC(=O)CSc2nnnn2-c2ccccc2)cc1	-15
C=CCn1c(Oc2ccccc2Cl)nc2c1c(=O)n(C)c(=O)n2C	-15
O=C(COc1ccc(N2C(=O)C3CCCCC3C2=O)cc1)c1ccc(F)cc1 (stereo unspecified)	-5
Cc1cccc(C)c1NS(=O)(=O)c1ccc(F)cc1	2
COc1cccc(Cn2c(NCc3ccco3)nc3c2c(=O)n(C)c(=O)n3C)c1	2&1
CCOc1ccc(-n2nc(C(=O)NCc3cccnc3)c3ccccc3c2=O)cc1	-1
Cc1cc(C(F)(F)F)n2nc(C(N)=O)cc2n1	0
CCOC(=O)N1CCC(NC(=O)c2cn(-c3ccc(OC)cc3)c(=O)c3ccccc23)CC1	-9
CC1CCCN(Cc2c(O)ccc3c(=O)c(-c4ccccc4Cl)c(C(F)(F)F)oc23)C1 (stereo unspecified)	-6

This is a subset; the hit share may differ from the screen's.
